Screening data from PubChem.
Cdc42 wt GTP – changes GTP binding to wildtype human Cdc42; P60953; GST-Cdc42 beads, Bodipy-GTP binding, flow cytometry; actives lie on both sides; percent activity (GTP binding), % at 10 µM; 0.2% of 190,000 active;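 active = percent activity GTP binding at least 20 points away from the 100% baseline, either down as inhibitor or up as activator; inconclusive = compound flagged as likely green fluorescent from well-wide comparison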;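 note: median bead fluorescence of bound Bodipy-FL-GTP at 100 nM; 0% = excess unlabeled GTP control and 100% = no compound control; below 100% means less GTP binding so inhibitor and above means activator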
Target sequence (P60953 whole entry, looked up): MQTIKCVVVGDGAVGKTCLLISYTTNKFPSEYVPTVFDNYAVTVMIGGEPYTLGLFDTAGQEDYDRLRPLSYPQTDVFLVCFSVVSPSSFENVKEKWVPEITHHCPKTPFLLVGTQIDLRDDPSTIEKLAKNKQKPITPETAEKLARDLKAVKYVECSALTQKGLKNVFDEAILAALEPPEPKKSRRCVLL
Rab2 wt GTP – changes GTP binding to wildtype dog Rab2A, up or down | GTP binding activity, % at 10 µM | 0.19% of 190,000 active | GST-Rab2 wt beads, Bodipy-GTP binding, flow cytometry | P61105;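 active = GTP binding activity at least 20 points away from 100%, either lowered or raised; inconclusive = signal likely due to the compound's own green fluorescence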;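 note: 0% = beads with excess unlabeled GTP and 100% = no-compound control corrected for plate trend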
Rab7 wt GTP bind – modulators of GTP binding to dog Rab7 wildtype GTPase; AID 758; 0.055% of 190,000 active; GST-Rab7 beads, fluorescent GTP binding, flow cytometry; actives lie on both sides; untreated = 100%, excess cold GTP = 0%; GTP binding activity (percent of control), % at 10 µM;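 active = fluorescent GTP binding to Rab7 beads changed by at least 20 points from the 100% baseline, either direction, mostly lower; inconclusive = compound itself probably fluorescent, or too few beads counted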;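 note: median green fluorescence of bound Bodipy-FL-GTP per Rab7 bead population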
Bcl-2 Bim block – human Bim-Bcl-2 interaction inhibition. P10415. Bead-based flow cytometry, Bim peptide-Bcl-2 binding. inhibition, % at 10 µM. 0.06% of 190,000 active. AID 950; in the data active = inhibition above about 40%; inconclusive = no clear call, values can overlap the other calls;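 note: 0% = no compound wells with probe peptide and 100% = reference peptide inhibitor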
Target sequence (P10415 whole entry, looked up): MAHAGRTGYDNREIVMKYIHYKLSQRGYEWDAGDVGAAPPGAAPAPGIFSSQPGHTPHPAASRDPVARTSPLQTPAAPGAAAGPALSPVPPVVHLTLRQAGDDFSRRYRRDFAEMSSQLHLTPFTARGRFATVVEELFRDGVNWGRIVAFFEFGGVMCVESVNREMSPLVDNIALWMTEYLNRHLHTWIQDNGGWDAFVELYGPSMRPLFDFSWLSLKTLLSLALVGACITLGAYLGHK
Bim-Bcl-XL – human Bim-Bcl-XL interaction inhibition | Q07817 | Bim peptide-Bcl-XL binding, bead flow cytometry, fluorescence | inhibition, % at 10 µM | 0.04% of 190,000 active | AID 1007
Target sequence (Q07817 whole entry, looked up): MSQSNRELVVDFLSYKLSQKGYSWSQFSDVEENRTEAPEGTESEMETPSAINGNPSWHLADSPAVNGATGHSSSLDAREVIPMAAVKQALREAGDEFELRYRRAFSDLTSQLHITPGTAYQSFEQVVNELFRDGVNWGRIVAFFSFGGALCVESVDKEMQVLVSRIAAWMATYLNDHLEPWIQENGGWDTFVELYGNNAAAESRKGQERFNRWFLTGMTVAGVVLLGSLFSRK
HRas wt GTP – human HRas wildtype GTP binding, change in either direction. GST-Ras wt beads, Bodipy-FL-GTP binding, flow cytometry; actives lie on both sides. GTP binding activity, % at 10 µM. 0.14% of 190,000 active. AID 759;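 active = GTP binding activity at least 20% away from the 100% baseline, either lowered as inhibitor or raised as activator; inconclusive = flagged as likely green fluorescent, judged across all proteins in the well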;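 note: 0% = unlabeled GTP competition control and 100% = no-compound control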
Rac1 mut GTP – human Rac1 activated mutant GTP binding change; P63000; GST-Rac1 activated beads, fluorescent GTP binding, flow cytometry; actives lie on both sides; 100% means binding = to untreated wells; percent activity (GTP binding), % at 10 µM; 0.11% of 190,000 active; AID 764;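 active = GTP binding at least 20 percentage points away from the 100% baseline, in either direction, so actives lie on both sides; inconclusive = Compound likely fluorescent itself, or too few beads counted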
Bim-Bfl-1 – human Bim-Bfl-1 interaction inhibition | Bead-based flow cytometry, Bim-Bfl-1 binding inhibition | inhibition, % at 10 µM | 0.12% of 190,000 active | AID 1008;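 note: 0% = wells without compound plus tracer and 100% = blocker peptide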
Rac1 wt GTP bind – modulators of human Rac1 wildtype GTP binding. GST-Rac1 beads, fluorescent GTP binding, flow cytometry; actives lie on both sides; 0 = cold GTP competed, 100 = untreated. AID 757. GTP binding activity (% of control), % at 10 µM. 0.27% of 190,000 active;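 active = GTP binding activity at least 20 points away from the 100% control level, either lower or higher; inconclusive = compound flagged as likely green fluorescent, judged across all proteins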
Bim-Bcl-B – inhibitors of Bim-Bcl-B interaction, human; 0.073% of 190,000 active; bead-based flow cytometry, Bim peptide-Bcl-B binding; inhibition, % at 10 µM;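 note: 0% = tracer peptide without compound and 100% = reference inhibitor peptide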
Bim-Bcl-W – human Bim-Bcl-W interaction inhibition; Q92843; bead-based flow cytometry, Bim peptide-Bcl-W binding; inhibition, % at 10 µM; 0.02% of 190,000 active; AID 952;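 note: 0% = bound tracer without compound and 100% = peptide blocker; higher means less fluorescent Bim peptide bound to Bcl-W beads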
Target sequence (Q92843 whole entry, looked up): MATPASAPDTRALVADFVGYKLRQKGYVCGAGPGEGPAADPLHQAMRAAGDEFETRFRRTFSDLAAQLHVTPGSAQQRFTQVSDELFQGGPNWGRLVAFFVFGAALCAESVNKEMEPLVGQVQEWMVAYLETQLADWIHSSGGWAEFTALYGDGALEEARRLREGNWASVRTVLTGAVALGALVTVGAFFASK
The depositor's hits bear a star; u = inconclusive. Cut-off read from the data, not from the text of the source, unless noted: active = inhibition above about 40%. Random draw from the library; overall some 0.62% were active at least once.

Cdc42 wt GTP,Rab2 wt GTP,Rab7 wt GTP bind,Bcl-2 Bim block,Bim-Bcl-XL,HRas wt GTP,Rac1 mut GTP,Bim-Bfl-1,Rac1 wt GTP bind,Bim-Bcl-B,Bim-Bcl-W,Structure
99.0,96.0,93.0,-14.0,-5.0,97.0,96.0,-10.0,97.0,-9.0,-3.0,CS(=O)(=O)N(CC(=O)N1CCN(c2cccc(Cl)c2)CC1)C1CCCCC1
93.0,94.0,93.0,-6.0,-3.0,95.0,96.0,-7.0,96.0,-6.0,-1.0,CSc1nnc(-c2cccn(Cc3ccccc3)c2=O)o1
95.0,95.0,86.0,-1.0,1.0,93.0,93.0,-5.0,95.0,-2.0,-2.0,COC(=O)c1c(C(=O)OC)c(-c2cccc(C)c2)n2c1CS(=O)C2 (stereo not given)
96.0,94.0,96.0,3.0,2.0,92.0,91.0,-6.0,97.0,0.0,1.0,O=C(NCc1cccnc1)c1nc(-c2ccc(C(F)(F)F)cc2)no1
102.0,98.0,99.0,-4.0,-9.0,99.0,100.0,-12.0,103.0,-9.0,-2.0,COc1ccc(C(NC(=O)/C=C/c2ccco2)c2ccc(OC)c(OC)c2)cc1 (stereo not given)
99.0,99.0,104.0,-3.0,-8.0,99.0,94.0,-6.0,96.0,-6.0,-4.0,O=[N+]([O-])c1ccc(NCCCN2CCOCC2)c([N+](=O)[O-])c1
99.0,96.0,96.0,-2.0,-4.0,98.0,97.0,-2.0,104.0,-4.0,0.0,COc1cccc(C(=O)N/N=C(/CCC(=O)O)c2ccccc2)c1
96.0,95.0,95.0,0.0,-1.0,96.0,96.0,3.0,101.0,1.0,-3.0,Cc1cc(-c2nnc(CCC(=O)NC(C)c3ccc(F)cc3)o2)no1 (stereo not given)
100.0,98.0,97.0,1.0,1.0,98.0,98.0,-3.0,99.0,-3.0,-3.0,CN(C)c1ccc(CN(C(=O)COc2ccc(F)cc2)C2CCS(=O)(=O)C2)cc1 (stereo not given)
105.0,102.0,101.0,-9.0,0.0,103.0,99.0,-9.0,108.0,-9.0,0.0,Cc1ccc(C(=O)N2CCC(C(N)=O)CC2)cc1C
104.0,105.0,106.0,1.0,0.0,105.0,100.0,0.0,101.0,-2.0,0.0,O=C(c1cccn2c(=O)c3cc(Cl)ccc3nc12)N1CCOCC1
100.0,100.0,102.0,-21.0,-5.0,101.0,100.0,-12.0,102.0,-14.0,-2.0,O=C(COC(=O)CCc1c[nH]c2ccccc12)NCc1ccc(Cl)cc1
103.0,101.0,99.0,-3.0,0.0,102.0,102.0,-8.0,104.0,-4.0,2.0,CC(NC(=O)c1ccccc1O)c1ccccc1 (stereo not given)
95.0,94.0,92.0,0.0,0.0,92.0,94.0,-3.0,96.0,-2.0,1.0,CC(=O)c1ccccc1NS(C)(=O)=O
94.0,98.0,100.0,-6.0,-4.0,99.0,95.0,-6.0,95.0,-6.0,0.0,O=C(c1ccc(S(=O)(=O)N2CCCCC2)cc1)N1CCN(CCN2C(=O)c3cccc4cccc(c34)C2=O)CC1
96.0,99.0,99.0,-11.0,-2.0,97.0,94.0,-16.0,97.0,-8.0,0.0,COc1ccc(Cl)cc1NC(=O)c1ccco1
95.0,94.0,97.0,0.0,-1.0,96.0,94.0,0.0,94.0,-2.0,0.0,O=C(O)c1ccc(COc2ccc(/C=N/NC(=O)c3cccs3)cc2)cc1
97.0,98.0,104.0,0.0,-4.0,99.0,99.0,-4.0,100.0,-2.0,0.0,C#CCNC(=O)C1=C[C@@H](c2ccc(C(F)(F)F)cc2)[C@H](CCCO)[C@@H](OCC)O1
106.0,105.0,98.0,-2.0,-4.0,106.0,100.0,-1.0,102.0,-1.0,-3.0,Cc1ccc(N(CC(N)=O)C2SC(=O)N(Cc3cccc(C(=O)O)c3)C2=O)cc1 (stereo not given)
100.0,94.0,98.0,-1.0,2.0,96.0,96.0,1.0,101.0,0.0,0.0,O=C(COC(=O)c1ccccc1Nc1ccccc1)NCc1ccccc1Cl
100.0,100.0,99.0,0.0,0.0,100.0,101.0,2.0,102.0,2.0,1.0,Cc1ccc(C)c(CSc2nnc(-c3cccnc3)o2)c1
105.0,99.0,95.0,-1.0,-1.0,97.0,93.0,-3.0,101.0,-1.0,2.0,COC(=O)c1cc(OC)c(OC)cc1NC(=O)c1ccccc1C
96.0,97.0,102.0,-1.0,-4.0,97.0,95.0,-3.0,95.0,-6.0,-2.0,Cc1cc(C)n2cc(CSc3ccccn3)nc2n1
101.0,97.0,101.0,-8.0,-3.0,100.0,100.0,-12.0,105.0,-6.0,1.0,CCOC(=O)C1CCN(c2c(N(C)Cc3ccco3)c(=O)c2=O)CC1
98.0,101.0,100.0,-11.0,-6.0,99.0,99.0,-16.0,101.0,-11.0,-2.0,Cc1ccc2c(c1)C1OCCC1C1N2C(=O)C2C(C(=O)O)C3C=CC21O3 (stereo not given)
98.0,100.0,99.0,0.0,0.0,101.0,102.0,0.0,98.0,4.0,-1.0,O=C(CSc1nnnn1C1CCCC1)Nc1ccc2c(c1)OCCO2
101.0,103.0,100.0,-8.0,-9.0,101.0,99.0,-12.0,102.0,-8.0,0.0,COC(=O)C1CCN(C(=O)N2CCOCC2)CC1
100.0,99.0,99.0,-3.0,0.0,99.0,101.0,5.0,102.0,-4.0,-1.0,CCOC(=O)N1CCN(C(=O)C2CCN(C(=O)c3cc(OC)cc(OC)c3)CC2)CC1
102.0,100.0,103.0,-2.0,-1.0,101.0,99.0,-6.0,101.0,-5.0,-2.0,O=C(COC(=O)CNC(=O)C1CCCCC1)Nc1ccc(Cl)cn1
98.0,100.0,98.0,11.0,7.0,98.0,96.0,4.0,100.0,3.0,4.0,Cc1cccc(C)c1NC(=O)C1(N(Cc2ccco2)C(=O)c2ccccn2)CCCC1
100.0,99.0,101.0,-11.0,-5.0,99.0,96.0,-20.0,98.0,-10.0,0.0,CCOC(=O)C(=O)Nc1ccccc1C(=O)NC(C)C
100.0,100.0,97.0,-3.0,-1.0,100.0,97.0,4.0,99.0,-2.0,0.0,CC1=C(C(=O)N(C)C)C(c2ccc(C)s2)NC(=S)N1 (stereo not given)
104.0,94.0,95.0,-8.0,-4.0,97.0,98.0,-7.0,105.0,-12.0,0.0,CCCCn1c(-c2cccnc2)n[nH]c1=S
102.0,102.0,101.0,-9.0,-4.0,100.0,100.0,-8.0,103.0,-6.0,-2.0,CCOC(=O)N1CCC(NC(=O)CCS(=O)(=O)c2ccc3c(c2)CCN3C(C)=O)CC1
99.0,100.0,100.0,-1.0,-2.0,99.0,100.0,-1.0,101.0,-1.0,-3.0,CCOC(=O)C1CCN(CC(=O)NC(=O)NC2CCCCC2)CC1
107.0,105.0,109.0,3.0,5.0,104.0,99.0,-1.0,102.0,-4.0,10.0,CC1(C)CC(NNCCC#N)=CC(=[N+]2CCCC2)C1
93.0,96.0,94.0,-17.0,-5.0,95.0,94.0,-13.0,91.0,-8.0,-3.0,CC1=CC(C)(C)N2C(=O)C3(SCC(=O)N3c3ccc(O)cc3)c3cc(C)cc1c32 (stereo not given)
98.0,95.0,99.0,-3.0,-1.0,99.0,96.0,-2.0,95.0,-2.0,-2.0,Cc1nn(CC(O)Cn2cnc3c2c(=O)n(C)c(=O)n3C)c(C)c1Br (stereo not given)
100.0,97.0,99.0,-8.0,1.0,98.0,98.0,-10.0,100.0,-7.0,0.0,COc1ccc(C)cc1NC(=O)c1cc2ccccc2o1
97.0,97.0,96.0,-14.0,-5.0,99.0,97.0,-10.0,100.0,-10.0,-3.0,CCN(CC(=O)Nc1c(C(=O)OC)[nH]c2ccc(C)cc12)c1ccc2c(c1)OCO2
96.0,95.0,93.0,26.0,8.0,96.0,94.0,21.0,95.0,10.0,24.0,O=C(Cc1c[nH]c2ccccc12)NCc1ccco1
u,u,u,0.0,2.0,u,u,-2.0,u,0.0,3.0,C/C(=N\NC(=O)c1c[nH]c2ccccc12)c1ccccn1
100.0,99.0,99.0,-6.0,-5.0,98.0,101.0,-7.0,105.0,-6.0,0.0,Cn1c(=O)[nH]c(=O)c2c1nc(NCCCn1ccnc1)n2CCOc1ccccc1
98.0,98.0,94.0,-6.0,1.0,96.0,95.0,-2.0,100.0,-1.0,-5.0,COc1cccc(C(=O)Oc2c(CN3CCOCC3)cc(Cl)c3cccnc23)c1
94.0,94.0,95.0,0.0,-8.0,95.0,93.0,4.0,91.0,-30.0,-2.0,CCN1CCN(C(=S)c2ccc(OC)cc2)CC1
99.0,99.0,96.0,-1.0,0.0,99.0,99.0,0.0,100.0,-1.0,2.0,Cc1csc(NC(=O)c2ccc(S(=O)(=O)N(C)c3ccccc3)cc2)n1
104.0,99.0,99.0,-8.0,-38.0,100.0,97.0,-12.0,99.0,-5.0,0.0,O=C(CN1CCOCC1)n1c2ccccc2c2ccccc21
99.0,94.0,95.0,0.0,-5.0,96.0,94.0,14.0,95.0,-12.0,-1.0,c1csc(-c2nn3c(Cn4cnc5ccccc54)nnc3s2)c1
99.0,96.0,96.0,-5.0,-2.0,96.0,99.0,-3.0,101.0,-2.0,-3.0,COc1ccc2c(c1)OC(c1ccccc1)(C(F)(F)F)NC2=O (stereo not given)
89.0,99.0,93.0,-1.0,-1.0,101.0,102.0,-5.0,106.0,0.0,1.0,COC(=O)CSc1nnc(CNC(=O)c2ccc(S(=O)(=O)N(C)C)cc2)n1C
102.0,98.0,96.0,-7.0,-9.0,99.0,97.0,-11.0,101.0,-10.0,-6.0,COc1ccc(C(=O)COC(=O)C2CCN(S(=O)(=O)c3cccc4cccnc34)CC2)cc1
99.0,98.0,96.0,0.0,-2.0,97.0,96.0,2.0,104.0,-2.0,-2.0,C[C@H]1CC[C@H]2C(=O)N3[C@H](c4cccc(N5CCCC5=O)c4)[C@@H](C)CC[C@H]3C(=O)N2[C@@H]1c1cccc(N2CCCC2=O)c1
98.0,99.0,98.0,-6.0,-2.0,99.0,98.0,-7.0,97.0,-7.0,3.0,COc1ccc(-c2cn3c4c(sc3n2)CCCC4)cc1
95.0,98.0,102.0,-4.0,0.0,97.0,96.0,-1.0,95.0,-6.0,-5.0,Nc1cc(Oc2cccnc2)cc([N+](=O)[O-])c1
